# Screening results as filed in PubChem BioAssay.
# EBNA-1 inhibitor: blocks EBNA-1 binding to DNA. inhibition, % at 14.8 µM. AID 1950. EBNA-1 DNA binding, fluorescence polarization. 300,000 compounds, 0.34% hits; in the data active = inhibition above about 28%
# LYPLA1 inh: counter-screen for PME1 inhibitors: inhibitors of human LYPLA1; O75608; recombinant LYPLA1, FP-Rh probe fluorescence polarization; inhibition, % at 5.9 µM; 320,000 compounds, 0.16% hits;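 active = inhibition above the mean of all tested compounds plus 3 SD, set per campaign, cut at about 14% in these data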;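 also: inhibitors block serine hydrolase probe labeling of LYPLA1 so polarization falls; 0% = enzyme with DMSO and 100% = wells lacking LYPLA1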
# PAFAH1B3 inh: inhibitors of human PAFAH1B3; Q15102; recombinant PAFAH1B3, FP-rhodamine probe, fluorescence polarization; inhibition, % at 3.39 µM; 340,000 compounds, 0.28% hits; AID 492972;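 active = inhibition above the screen-wide average of all tested compounds plus 3 SD, cut at about 25% in these data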;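 also: 0% = enzyme with DMSO only and 100% = wells lacking PAFAH1B3 protein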
# PREPL inh: inhibits the human prolyl oligopeptidase-like enzyme | recombinant PREPL, fluorescence polarization activity-based probe | AID 2751 | 320,000 compounds, 0.68% hits | inhibition, % at 5.96 µM | Q4J6C6; in the data active = inhibition above about 43%;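 also: 0% = enzyme with DMSO and 100% = wells lacking enzyme; many of its hits are not listed in these tables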
# Target sequence (Q4J6C6 whole entry, looked up): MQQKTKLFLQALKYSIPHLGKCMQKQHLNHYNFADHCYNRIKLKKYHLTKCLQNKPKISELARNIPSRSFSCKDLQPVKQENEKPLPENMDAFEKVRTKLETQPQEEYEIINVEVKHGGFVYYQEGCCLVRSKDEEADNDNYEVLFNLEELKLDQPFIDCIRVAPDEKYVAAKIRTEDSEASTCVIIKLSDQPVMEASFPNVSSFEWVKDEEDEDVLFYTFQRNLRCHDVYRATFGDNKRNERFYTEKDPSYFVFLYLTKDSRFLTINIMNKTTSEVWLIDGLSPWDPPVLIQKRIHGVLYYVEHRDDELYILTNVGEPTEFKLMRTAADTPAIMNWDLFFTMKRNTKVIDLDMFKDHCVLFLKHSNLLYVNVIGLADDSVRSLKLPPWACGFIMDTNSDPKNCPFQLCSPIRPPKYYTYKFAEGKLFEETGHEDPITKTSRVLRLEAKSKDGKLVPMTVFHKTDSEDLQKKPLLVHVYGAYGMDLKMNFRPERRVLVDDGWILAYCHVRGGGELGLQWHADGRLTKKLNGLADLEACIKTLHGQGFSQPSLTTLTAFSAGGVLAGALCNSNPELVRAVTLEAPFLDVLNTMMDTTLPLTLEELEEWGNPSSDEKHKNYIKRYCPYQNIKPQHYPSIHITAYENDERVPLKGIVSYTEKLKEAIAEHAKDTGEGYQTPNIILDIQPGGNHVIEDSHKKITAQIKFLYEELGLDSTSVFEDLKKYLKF
# LYPLA2 inh: counter-screen for PME1 inhibitors: inhibitors of human LYPLA2. O95372. recombinant LYPLA2, FP-Rh probe fluorescence polarization. inhibition, % at 5.9 µM. 320,000 compounds, 0.38% hits. AID 2177;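 active = inhibition above the screen-wide mean plus 3 SD, limit set per campaign, cut at about 26% in these data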;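 also: 0% = LYPLA2 with DMSO and 100% = wells lacking LYPLA2 enzyme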
# PAFAH1B2 FP inh: inhibitors of human PAFAH1B2; 340,000 compounds, 1.2% hits; recombinant PAFAH1B2, FP-rhodamine activity probe, fluorescence polarization; inhibition, % at 3.39 µM;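 active = inhibition above the mean of all tested compounds plus 3 SD, cut at about 24% in these data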;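 also: 0% = enzyme with DMSO and 100% = wells lacking PAFAH1B2; many of its hits are not listed in these tables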
# Target sequence (P68402 whole entry, looked up): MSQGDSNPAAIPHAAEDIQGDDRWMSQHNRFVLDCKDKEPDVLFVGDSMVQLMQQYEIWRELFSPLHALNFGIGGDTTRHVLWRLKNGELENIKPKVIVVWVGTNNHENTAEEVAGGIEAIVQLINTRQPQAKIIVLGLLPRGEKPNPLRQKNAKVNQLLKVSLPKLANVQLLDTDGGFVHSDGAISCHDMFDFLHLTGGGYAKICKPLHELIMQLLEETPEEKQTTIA
# PAFAH2 inh: PAFAH2 (human) inhibition; Q99487; recombinant PAFAH2, FP-rhodamine activity probe, fluorescence polarization; inhibition, % at 3.39 µM; 340,000 compounds, 0.99% hits; AID 492956;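 active = inhibition above the mean over all tested compounds plus 3 SD, cut at about 30% in these data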;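 also: inhibitors block probe labeling of enzyme so polarization drops; 0% = enzyme with DMSO and 100% = wells lacking PAFAH2 protein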
# ZTA counter: blocks Epstein-Barr virus ZTA, an EBNA-1 counter-screen | ZTA-DNA binding, fluorescence polarization | inhibition, % at 11 µM | 320,000 compounds, 0.15% hits | AID 2234; in the data active = inhibition above about 33%
# pPAFAH FP inh: inhibitors of human plasma PAF acetylhydrolase (pPAFAH) | Q13093 | inhibition, % at 3.39 µM | recombinant pPAFAH, FP-rhodamine probe fluorescence polarization | 330,000 compounds, 1.5% hits;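 active = inhibition above the mean inhibition across the screen plus 3 SD, cut at about 25% in these data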;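 also: inhibitors block binding of the rhodamine activity-based probe so polarization drops; 0% = enzyme with DMSO and 100% = wells lacking pPAFAH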
# Numbers without * were called inactive; nt = not tested or not shown. A portion of the library; the hit share may differ from the screen's.
SMILES,EBNA-1 inhibitor,LYPLA1 inh,PAFAH1B3 inh,PREPL inh,LYPLA2 inh,PAFAH1B2 FP inh,PAFAH2 inh,ZTA counter,pPAFAH FP inh
O=C(Nc1ncccc1O)c1ccc2ccccc2c1,-2,-2,3,8,3,0,12,3,-2
CCc1cc2c(=O)c(-c3nc4ccccc4n3C)c(C)oc2cc1OC(C)=O,-1,-3,-5,2,-1,0,-9,-5,-3
Cc1cccc(CC(=O)OCn2nnc3ccccc3c2=O)c1,-6,-3,-3,-3,-4,3,-2,11,5
CC(NCc1ccc(S(N)(=O)=O)cc1)C(=O)Nc1cc([N+](=O)[O-])ccc1Cl (configuration not stated),1,-1,1,11,6,-1,-5,11,7
CC(Sc1nc(-c2ccccc2)cc(C(F)(F)F)n1)C(=O)N1CCOCC1 (configuration not stated),-14,2,-1,-1,-4,-3,-14,4,3
CCCNC(=O)c1ccc2c(c1)ncn2-c1ccccc1OC,5,-2,8,-3,-2,4,4,2,4
CCC(C(=O)c1ccccc1)P(=O)(NN)c1ccccc1 (configuration not stated),7,-2,nt,9,0,nt,nt,11,2
Cc1cc(=O)n2[nH]c(COc3ccccc3)nc2n1,-2,7,3,-4,4,0,1,6,1
COc1ccc(N2CCN(C(=O)Cn3cncn3)CC2)cc1,-19,-2,-7,-19,-5,-2,-10,11,-3
CN1CCN(C(=O)c2cc3ccccc3cc2O)CC1,nt,-4,1,13,-5,3,8,5,1
Cc1cccc(NC(=O)c2cc(S(=O)(=O)N3CCc4ccccc43)cn2C)c1,-11,-1,1,-18,-2,1,1,-6,6
C=CCn1c(N)cc(=O)nc1SC(CC)C(=O)Nc1ccc(C(C)=O)cc1 (configuration not stated),-10,2,5,3,2,-2,4,-9,-3
C[C@H]1C[C@@H]2[C@H]([C@@H](O)C[C@@]3(C)[C@H]2CC[C@]3(O)C(=O)CO)[C@@]2(C)C=CC(=O)C=C12,6,-4,10,8,-1,-7,-2,5,5
COc1ccc(N2CCN(S(=O)(=O)CCNC(=O)CCCc3ccccc3)CC2)cc1,6,4,3,7,9,1,1,3,6
COc1ccc(NC(=O)c2c(C)noc2-c2snnc2C)cc1,-7,-1,9,-4,3,-1,-2,4,3
NC(=O)c1cc(N)ccc1N1CCCCC1,-4,2,nt,5,-1,nt,nt,9,0
O=C(c1ccccc1[N+](=O)[O-])N1N=C(c2ccccc2)CC1(O)C(F)(F)F (configuration not stated),0,4,8,-5,2,3,-3,8,6
C=C(C)Cn1c(SCC(=O)O)nc2c1c(=O)[nH]c(=O)n2C,-3,-1,9,5,7,1,1,-20,7
COc1ccc(CN2C(=O)c3ccccc3C2=O)cc1C(=O)OCC(=O)NC1CCCCC1,6,1,4,-1,13,-1,52*,-7,21
CC(C)(C)C1CCC(OC(=O)C[N+]2(C)CCCCC2)CC1 (configuration not stated),-1,2,8,0,0,4,13,-14,4
COc1ccc(C(=O)Nc2ccc(C(=O)Nc3nccs3)cc2)cc1[N+](=O)[O-],-4,2,0,-4,2,1,0,14,3
CC(C)Cn1c(=O)c2c(nc3n2CC(C)CN3Cc2ccccc2)n(C)c1=O (configuration not stated),-9,1,10,15,4,3,-8,4,5
Cn1cccc2[nH]c(=O)nc1-2,-4,-3,9,4,-7,6,5,2,3
c1ccc(CN(Cc2cccs2)C(c2cccs2)c2nnnn2C2CCCC2)cc1 (configuration not stated),1,-5,-1,0,-3,0,4,6,2
Cc1ccc(/C(N)=N/OC(=O)Cc2ccccc2)cc1,5,-2,7,-4,-1,1,5,-9,-3
CC(=O)NC(CC(=O)OC(C)C(=O)Nc1ncc(Cl)cc1Cl)c1ccccc1 (configuration not stated),8,-3,0,0,-4,-4,-2,8,6
CC1CCN(C(=O)c2cc(-c3ccc(Cl)c(Cl)c3)on2)CC1,7,2,-1,16,2,4,9,-4,9
NC(=O)c1ccsc1NC(=O)C1CCCCC1,-2,-2,4,3,-1,0,-8,-14,-16
NC(=O)c1ccccc1NC(=O)Nc1cccc(Cl)c1Cl,7,-4,0,5,2,-1,-7,-2,1
CCCCCOc1ccc(NC(=O)CCCC(=O)O)cc1,4,0,2,5,2,3,6,-1,3
CCCCCC(=O)Nc1ccc(N2CCN(C(=O)CCC)CC2)cc1,-3,3,2,-15,12,3,3,2,3
Cc1cccc(-c2nc(Nc3cccc(O)c3)c3ccccc3n2)c1,-1,-30,2,10,-27,0,-4,16,2
COC(=O)c1ccc(NC(=O)CN2CCN(c3cccc(Cl)c3)CC2)cc1,-2,7,7,-30,20,4,-2,-4,5
CCC(C)(C)NC(=O)CN(Cc1ccc2c(c1)OCO2)C(=O)CCC(=O)Nc1nccs1,4,0,7,5,2,0,-1,18,-1
S=c1[nH]nc(C2CC2)n1Cc1ccco1,-3,0,-2,13,4,-3,-4,1,2
Cc1ccc(C(=O)Nc2ccncc2)c(Cl)c1,4,0,-1,-9,-1,5,5,-1,3
Cc1cc(Br)ccc1NC(=O)CCS(=O)(=O)c1cccc2nonc12,4,4,-1,16,-1,7,-1,-3,-3
O=C(CN1C(=O)CNC1=O)Nc1cccc(C(F)(F)F)c1,1,-2,2,16,2,2,-2,-3,1
Cn1cc(C2CC(c3ccccc3)=NN2C(=O)c2ccccc2)c2ccccc21 (configuration not stated),-12,-9,8,5,-4,4,9,1,6
CCc1ccccc1NC(=O)/C(C#N)=C\c1ccc(Sc2ccccc2)o1,1,-8,1,3,-13,-3,-8,-1,-2
CCCCN(C(=O)c1cccc(S(=O)(=O)N2CCN(Cc3ccccc3)CC2)c1)c1ccccc1,9,1,-1,11,4,7,-5,5,3
CCN(CC)S(=O)(=O)c1cc(-c2nnc(-c3ccc(Br)cc3)o2)ccc1Br,3,0,1,14,5,-4,-9,-10,1
O=C(CN(Cc1ccc(Cl)cc1)C(=O)CNS(=O)(=O)c1ccccc1)NCC1CCCO1 (configuration not stated),-8,-4,-2,11,-3,3,4,-6,9
Nc1nc(SCC(=O)N2CCCc3ccccc32)n[nH]1,nt,nt,5,0,nt,7,9,nt,3
CCn1c(=O)c2c3c(sc2n2c(=S)[nH]nc12)CCC3,-6,-2,8,-6,2,7,6,4,-1
Cc1ccc(C(=O)NC2CCN(CC(=O)NCc3cccs3)CC2)cc1,0,3,9,4,3,-1,10,9,3
CCNC(=O)Oc1ccc(-c2csnn2)cc1,-8,0,4,8,2,6,5,1,5
Cc1ccn2cc(CCNC(=O)C3CC=CCC3C(=O)O)nc2c1 (configuration not stated),5,-1,10,0,0,7,-2,4,3
Cc1cc(C(=O)CN2CCCC2)c(C)n1-c1ccc(Cl)cc1,-2,2,5,18,-2,2,9,2,8
CCSc1ccc([C@@H]2[C@@H]3C(=O)N(CC)C(=O)[C@@H]3[C@]3(C(=O)OC)CCCN23)cc1,0,3,0,4,5,-1,6,-11,3
CCC(=O)Nc1cccc(NC(=O)CSc2nnc(-c3ccc(NS(C)(=O)=O)cc3)n2C)c1,7,0,-6,-2,3,-6,11,-4,1
CCN(CC(=O)Nc1c(F)cccc1F)C(=O)CSCC(=O)Nc1ccc(OC)cc1,-1,-3,7,5,2,2,-1,3,-2
O=C(CCl)NNc1cccc(Cl)n1,-3,2,5,6,-5,9,6,-1,5
CC(=O)Nc1cc2c(cc1C(C)=O)OCCO2,7,1,1,5,2,1,1,11,6
O=C(OCC(=O)N1CCc2ccccc21)c1ccccc1,5,3,0,0,13,1,47*,-13,1
O=C(N/N=C/c1ccc([N+](=O)[O-])o1)c1cn(-c2ccccc2)nc1-c1ccccc1,-2,-15,7,12,-14,-1,-4,-1,27*
COc1cc(C(=O)NCc2cn3cccc(C)c3n2)cc(OC)c1OC,-1,0,2,-11,-1,0,4,12,2
COc1cc2c(cc1OC)CN(Cc1ccc(C)s1)CC2,6,3,-3,4,13,7,1,-2,6
Oc1ccc(N=Cc2c(O)ccc3ccccc23)cc1,-13,7,-5,21,32*,0,2,13,15
O=C(CCNC(=O)c1ccco1)Nc1ccc(Cl)c(C(F)(F)F)c1,-7,-3,3,-8,2,9,1,-4,-3

# Ordered by value in PAFAH2 inh (low to high): some entries from above.
Compound	EBNA-1 inhibitor	PAFAH1B3 inh	PREPL inh	PAFAH1B2 FP inh	PAFAH2 inh	pPAFAH FP inh
O=C(CCNC(=O)c1ccco1)Nc1ccc(Cl)c(C(F)(F)F)c1	-7	3	-8	9	1	-3
Oc1ccc(N=Cc2c(O)ccc3ccccc23)cc1	-13	-5	21	0	2	15
CCn1c(=O)c2c3c(sc2n2c(=S)[nH]nc12)CCC3	-6	8	-6	7	6	-1

# Carrying on:
SMILES,EBNA-1 inhibitor,LYPLA1 inh,PAFAH1B3 inh,PREPL inh,LYPLA2 inh,PAFAH1B2 FP inh,PAFAH2 inh,ZTA counter,pPAFAH FP inh
COc1ccc(S(=O)(=O)N2CCN(Cc3cccs3)CC2)cc1OC,nt,nt,10,3,nt,1,6,nt,-1
O=C(COC(=O)CCC(=O)N1CCOCC1)Nc1ccc(Br)cc1Br,nt,nt,3,22,nt,-2,12,nt,4
N=C1C(c2nc3ccccc3c(=O)[nH]2)=C(O)CN1CCO,-14,2,4,-6,8,4,-4,-7,1
CC1CCN(C(=O)C2CCCN(S(=O)(=O)c3ccc4c(c3)CC(C)N4C(=O)C3CC3)C2)CC1 (configuration not stated),-1,4,1,7,-7,1,4,14,2

# Molecules above that have a Cl atom:
SMILES,EBNA-1 inhibitor,LYPLA1 inh,PAFAH1B3 inh,PREPL inh,LYPLA2 inh,PAFAH1B2 FP inh,PAFAH2 inh,ZTA counter,pPAFAH FP inh
CC(NCc1ccc(S(N)(=O)=O)cc1)C(=O)Nc1cc([N+](=O)[O-])ccc1Cl (configuration not stated),1,-1,1,11,6,-1,-5,11,7
CC(=O)NC(CC(=O)OC(C)C(=O)Nc1ncc(Cl)cc1Cl)c1ccccc1 (configuration not stated),8,-3,0,0,-4,-4,-2,8,6
CC1CCN(C(=O)c2cc(-c3ccc(Cl)c(Cl)c3)on2)CC1,7,2,-1,16,2,4,9,-4,9
NC(=O)c1ccccc1NC(=O)Nc1cccc(Cl)c1Cl,7,-4,0,5,2,-1,-7,-2,1
COC(=O)c1ccc(NC(=O)CN2CCN(c3cccc(Cl)c3)CC2)cc1,-2,7,7,-30,20,4,-2,-4,5
Cc1ccc(C(=O)Nc2ccncc2)c(Cl)c1,4,0,-1,-9,-1,5,5,-1,3
O=C(CN(Cc1ccc(Cl)cc1)C(=O)CNS(=O)(=O)c1ccccc1)NCC1CCCO1 (configuration not stated),-8,-4,-2,11,-3,3,4,-6,9
Cc1cc(C(=O)CN2CCCC2)c(C)n1-c1ccc(Cl)cc1,-2,2,5,18,-2,2,9,2,8
O=C(CCl)NNc1cccc(Cl)n1,-3,2,5,6,-5,9,6,-1,5
O=C(CCNC(=O)c1ccco1)Nc1ccc(Cl)c(C(F)(F)F)c1,-7,-3,3,-8,2,9,1,-4,-3
